# TSHR antagonist – antagonists of human thyroid stimulating hormone receptor | P16473 | TSHR-expressing cells, TSH-stimulated cAMP HTRF, 2 h; active compounds read low | activity change, negative = inhibition, % at 11.5 µM | 330,000 compounds, 0.2% hits;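 active means activity change below a set negative limit, meaning inhibition stronger than a set level, cut at about -70% in these data; inconclusive means activity change between two set negative limits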; further: on the % scale 0 is the no-effect control and ±100 the full control effect
#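 Inhibition of cAMP made by TSHR-expressing cells under TSH stimulation (4nM final, EC80; 2 h, 37 deg C) is quantified with a one-step lysis HTRF kit, anti-cAMP cryptate versus cAMP-d2.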
# MBNL1-CUG inh – inhibitors of human MBNL1 binding to CUG repeat RNA; Q9NR56; TR-FRET MBNL1-His/biotin-(CUG)12 binding, 665/545 ratio; Potency, µM (doses to about 57.5 µM), for inactives: top-dose activity change, negative = inhibition, hits mostly inhibitors; 280,000 compounds, 0.036% hits; AID 2675; active means well fitted inhibition curve with a large enough effect in the signal ratio, with a control signal flat, not every such curve was filed as active; inconclusive means small, poorly fitted or top-dose-only effect, or effect the other way, or a change in a side signal; inactive means no such curve, though single readings can be large or run the other way; the % refers to the signal ratio; further: potency means the concentration at half of the fitted maximal effect; on the % scale 0 is the no-effect control and ±100 the full control effect
# Target sequence (Q9NR56 whole entry, looked up): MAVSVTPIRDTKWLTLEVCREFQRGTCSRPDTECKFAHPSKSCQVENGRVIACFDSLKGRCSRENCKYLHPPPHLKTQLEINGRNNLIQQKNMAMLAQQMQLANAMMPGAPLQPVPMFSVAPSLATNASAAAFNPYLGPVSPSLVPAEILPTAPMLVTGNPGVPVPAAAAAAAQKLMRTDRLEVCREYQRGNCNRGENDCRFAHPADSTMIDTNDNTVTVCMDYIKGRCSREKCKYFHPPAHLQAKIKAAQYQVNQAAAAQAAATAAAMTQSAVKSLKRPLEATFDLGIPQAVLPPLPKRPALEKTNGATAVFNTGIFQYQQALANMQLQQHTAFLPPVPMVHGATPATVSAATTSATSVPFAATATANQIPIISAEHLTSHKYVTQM
#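 Inhibition of protein-RNA binding appears as loss of TR-FRET between terbium anti-His antibody on MBNL1-His and streptavidin-XL665 on biotin-(CUG)12. Activity is normalized to buffer-only and uninhibited-complex controls.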
# Menin-MLL TR inh – menin-MLL binding inhibition, Texas Red mutant peptide; AID 1768; Potency, µM (highest dose often 61.6 µM), for the others: top-dose FP activity change, negative = inhibition, actives largely listed as inhibitors; O00255; 270,000 compounds, 0.23% hits; Menin + Texas Red MLL mutant peptide, fluorescence polarization; active means well fitted inhibition curve with a large enough effect in the polarisation, with a control signal flat, not every such curve was filed as active; inconclusive means small, poorly fitted or top-dose-only effect, or effect the other way, or a change in a side signal; inactive means no such curve, though single readings can be large or run the other way; the % refers to the polarisation; further: potency means the concentration at half of the fitted maximal effect; % of control where 0% means no effect; many of its hits are not listed in these tables
# Target sequence (O00255 whole entry, looked up): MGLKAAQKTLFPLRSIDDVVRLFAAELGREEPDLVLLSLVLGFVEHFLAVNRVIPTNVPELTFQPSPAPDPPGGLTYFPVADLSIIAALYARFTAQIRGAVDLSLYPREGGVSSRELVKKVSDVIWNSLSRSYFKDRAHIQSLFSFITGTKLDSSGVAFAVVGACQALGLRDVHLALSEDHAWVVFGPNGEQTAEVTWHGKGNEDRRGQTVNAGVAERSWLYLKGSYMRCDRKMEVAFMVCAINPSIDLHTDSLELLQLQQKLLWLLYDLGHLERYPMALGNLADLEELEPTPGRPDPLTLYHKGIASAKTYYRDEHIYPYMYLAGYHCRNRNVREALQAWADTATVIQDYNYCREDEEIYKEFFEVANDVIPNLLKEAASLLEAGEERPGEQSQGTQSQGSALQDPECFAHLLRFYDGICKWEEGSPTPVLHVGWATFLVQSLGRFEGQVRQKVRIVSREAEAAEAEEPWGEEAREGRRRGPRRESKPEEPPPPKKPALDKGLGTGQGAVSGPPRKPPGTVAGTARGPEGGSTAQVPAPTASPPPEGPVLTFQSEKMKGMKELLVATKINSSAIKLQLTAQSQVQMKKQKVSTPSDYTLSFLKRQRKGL
# GALK inh – blocks human galactokinase activity; 270,000 compounds, 0.007% hits; AID 1868; Potency, µM (top dose mostly 57.5 µM), for inactives: top-dose activity change, negative = inhibition, actives largely listed as inhibitors; Purified GALK, Kinase-Glo residual ATP luminescence; further: potency means the concentration at half of the fitted maximal effect; on the % scale 0 is the no-effect control and ±100 the full control effect
#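 Luminescence from leftover ATP (Ultra-Glo luciferase/luciferin) served as read-out after a 1 h room-temperature reaction of 5 nM GALK with 35 uM ATP and 100 uM galactose.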
# hERG WT inh – KCNH2 (human, wildtype) channel inhibition; Q12809; U2OS, BacMam KCNH2, thallium flux FluxOr; active compounds read low; activity change, % at 1.84 µM; 340,000 compounds, 0.37% hits; AID 720551;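 active means maximum activity change below -70%; inconclusive means maximum activity change between -70% and -50%; inactive means maximum activity change above -50%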; further: on the % scale 0 is the no-effect control and ±100 the full control effect
#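 U2OS cells were transduced with wild-type KCNH2 virus (2.03 x 10^8 / mL) for 4 h at room temperature, then cultured overnight at 37 C. Thallium flux was read with FluxOr dye. Rate constants were normalized to DMSO controls.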
# Mito fusion act – blocks mitochondrial division or promotes mitochondrial fusion; Potency, µM (highest dose often 46.1 µM), for inactives: at the top dose growth rescue (activation), actives largely listed as activators; S. cerevisiae fusion-defective mutant growth rescue, CellTiterGlo 48 h; 320,000 compounds, 0.23% hits;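 further: potency means the concentration at half of the fitted maximal effect; % of control where 0% means no effect; nearly all actives have a fitted effect of over 45% in size; temperature-sensitive fusion mutants such as fzo1-1 at 37 °C on non-fermentable ethanol glycerol medium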
#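 Growth-rescue viability read-out: after 48 h at the non-permissive 37C in glycerol/ethanol YPEG, yeast mitochondrial fusion mutants are measured by CellTiterGlo luminescence; compounds (23 nl pinned per well) restoring growth score as division inhibitors or fusion activators.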
# Chronic BCR inh – blocks chronic active B-cell receptor signaling | ABC-DLBCL IkBa-CBG/CBR reporter, luminescence ratio, 4 h | Potency, µM (doses to about 46.1 µM), for inactives: at the highest dose ratio change, negative = lower green/red ratio, hits mostly inhibitors | 340,000 compounds, 0.05% hits | AID 493014; active means well fitted inhibition curve with a large enough effect in the signal ratio, with a control signal flat, not every such curve was filed as active; inconclusive means small, poorly fitted or top-dose-only effect, or effect the other way, or a change in a side signal; the % refers to the signal ratio;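 further: potency means the concentration at half of the fitted maximal effect; plate controls were basal doxycycline-induced cells for no effect and cells given 10 µM MG132 for full effect; MG132 reads +100%, hits lower the ratio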
#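 TMD8 ABC-DLBCL cells carrying doxycycline-inducible green luciferase fused to IkappaBalpha plus unfused red luciferase were exposed to compounds (up to 46 uM) for 4 hrs at 37C. Activity came from the overlap-corrected green/red luminescence ratio.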
# Eya2 phos inh – inhibitors of human Eya2 phosphatase activity | O00167 | recombinant Eya2, OMFP fluorescence dephosphorylation (OMFP is methylfluorescein phosphate) | Potency, µM (highest dose often 76.9 µM), inactives show at the top dose activity, negative = inhibition, usual class: inhibitors | 330,000 compounds, 0.006% hits | AID 488837; further: potency means the concentration at half of the fitted maximal effect; on the % scale 0 is the no-effect control and ±100 the full control effect
#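 Eya2 (0.2 uM) preincubated 10 min at ambient with compound, then OMFP substrate added at 50 uM; 10 min reaction in 50 mM HEPES pH 7.5, 50 mM NaCl, 5 uM MgCl2, 0.05% BSA, 1 mM DTT. Fluorescence read at Ex 485/Em 525 nm.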
# USP2a inh – USP2a (human) protease inhibition; Potency, µM (highest dose often 38.3 µM), for inactives: at the highest dose activity change, negative = inhibition, usual class: inhibitors; 330,000 compounds, 0.01% hits; O75604; USP2 core, Ub-CHOP2 coupled fluorogenic reporter, 485/531;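 further: potency means the concentration at half of the fitted maximal effect; plate controls were DMSO wells for no effect and full inhibition by NEM control for full effect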
#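 Cell-free coupled assay: 10nM USP2 core preincubated 30min RT with compound in Tris-HCl pH 8.0/CaCl2/CHAPS buffer, then 25nM Ub-CHOP2 and 25nM reporter substrate; fluorescence (Ex 485/Em 531) read after 60min RT, normalized to NEM inhibition, concentration-response curves fitted.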
# ASM inhibitor – inhibitors of human secretory acid sphingomyelinase; P17405; placental ASM, HMU-PC fluorogenic substrate, 60 min; Potency, µM (doses to about 57.5 µM), inactives show at the top dose activity change, negative = inhibition, most hits filed as inhibitors; 340,000 compounds, 0.006% hits; AID 504937; further: potency means the concentration at half of the fitted maximal effect
#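 Fluorogenic HMU-PC substrate (9 uM final) is turned over by placental ASM in 60 min at 37 C after a 10 min compound preincubation. Reaction ended by alkaline stop (pH 10), with fluorescence read at 386/447 nm.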
# PKM2 activator – PKM2 (human) enzyme activation. purified PKM2, Kinase-Glo ATP luminescence, activation; response scale: 0% is enzyme alone, no compound. Potency, µM (highest dose often 57.5 µM), for inactives: at the highest dose activation, usual class: activators. 260,000 compounds, 0.34% hits; further: potency means the concentration at half of the fitted maximal effect; on the % scale 0 is the no-effect control and ±100 the full control effect; nearly all actives have a fitted effect of over 55% in size
#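 Purified hPK-M2 (>95%) run at intermediate activity with 0.1 mM ADP and 0.5 mM PEP in 50 mM imidazole pH 7.2, KCl, MgCl2; 1 h room temperature. ATP formed read by Kinase-Glo luminescence; normalized to uninhibited and no-enzyme controls.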
# * hit, by the source's call; ? = inconclusive; . = no result given; [ ] = remark or other dose. Unless noted, the call rests on the fitted dose curve; in most records, active means well fitted curve in the direction sought with a large enough effect; inconclusive means small, poorly fitted or top-dose-only effect, or another doubt; inactive means no such curve, though single readings can be large; an effect the other way counts as inactive or inconclusive.
canonical_smiles	TSHR antagonist	MBNL1-CUG inh	Menin-MLL TR inh	GALK inh	hERG WT inh	Mito fusion act	Chronic BCR inh	Eya2 phos inh	USP2a inh	ASM inhibitor	PKM2 activator
Cc1ccc(S(=O)(=O)Nc2nc3ccccc3nc2N2CCOCC2)cc1	-12	.	.	.	3	.	2%	-4%	1%	8%	.
CCOc1ccc(/C=C2/SC(=O)NC2=S)cc1	?	?	?	-4%	-16	?	?	7%	-1%	0%	1%
CCCn1c(SCC(=O)NCCc2ccccc2)nnc1-c1ccco1	2	-10%	-5%	1%	10	-2%	-6%	0%	-2%	0%	1%
O=C(Nc1cccc(NC(=O)c2ncn[nH]2)c1)c1cccc(Cl)c1	-9	-3%	6%	-3%	-8	1%	-2%	3%	0%	-1%	-4%
CN(C(=O)COC(=O)/C=C/c1ccc2ccccc2n1)c1c(N)n(Cc2ccccc2)c(=O)[nH]c1=O	2	.	.	.	-6	2%	?	16%	5%	0%	.
C[C@H](NS(=O)(=O)c1ccc2c(c1)OCCCO2)C(=O)N1CCN(Cc2ccccc2)CC1	-4	.	.	.	7	0%	3%	16%	0%	3%	.
CN(CC(=O)Nn1cnnc1)S(=O)(=O)c1ccc(Br)cc1	-2	-3%	0%	0%	0	-2%	0%	10%	4%	-2%	-2%
COc1ccc(OC)c(CN2C(=O)c3ccccc3C2C(=O)NCc2cccnc2)c1 (stereo not drawn)	4	22%	-1%	-3%	-3	-3%	-8%	13%	-1%	1%	-2%
CC(C)(C)C(=O)NC(c1ccccc1)c1c(O)ccc2ccccc12 (stereo not drawn)	-12	0%	59%[activator]	.	4	-17%	?	13%	2%	60%	.
CCc1nnc(NC(=O)C2CCCCC2)s1	-7	1%	-1%	0%	-3	4%	-7%	-26%	1%	0%	-6%
CCOC(=O)C(NC(=O)CC)(Nc1cc(C)on1)C(F)(F)F (stereo not drawn)	9	-11%	-9%	0%	-2	0%	-4%	3%	-6%	5%	3%
CC(=O)OCC1OC(Sc2cccc3cccnc23)C(OC(C)=O)C(OC(C)=O)C1OC(C)=O (stereo not drawn)	-1	7%	5%	-2%	14	-1%	-2%	8%	7%	1%	-1%
C=C(C)[C@@H]1CC=C(CN2CCC(N3CCC(C(=O)N4CCCC4)CC3)CC2)CC1	-6	4%	-22%	-2%	10	0%	?	-5%	-7%	0%	-2%
S=c1[nH]nc(-c2ccc(Br)o2)n1Cc1ccccc1	-14	6%	32%[activator]	-3%	-2	6%	?	-17%	-1%	-1%	-1%
CC1CCN(c2ccc3c(c2)S(=O)(=O)c2cccc(C(=O)O)c2C3=O)CC1	27	.	.	.	18	.	1%	4%	10%	-2%	.
S=C(NCC1CCCO1)N1CCN(c2nc(-c3ccc(Cl)cc3)cs2)CC1 (stereo not drawn)	-30	6%	32%[activator]	3%	1	20%	-1%	6%	-1%	-10%	-6%
CCN1CCN(CCNC(=O)c2ccc3nc(-c4cccc(C)c4)c(-c4cccc(C)c4)nc3c2)CC1	0	12%	.	?	24	-12%	-6%	-1%	1%	40%[activator]	.
NC(=O)C1(N2CCCCC2)CCN(C(=O)NC2CCCCC2)CC1	19	6%	-22%	-1%	12	4%	2%	-23%	-2%	-1%	6%
Cn1ncc(Cl)c1C(=O)Nc1ccc2c(c1)OCO2	2	-7%	.	3%	-2	-3%	-4%	-7%	-1%	-3%	0%
CCOC(=O)NC(NCC(O)c1ccccc1)(C(F)(F)F)C(F)(F)F (stereo not drawn)	-2	0%	1%	0%	-23	3%	2%	-20%	-1%	4%	3%
Cc1ccc(C(=O)C2COC(=O)C2)cc1 (stereo not drawn)	5	2%	-9%	-1%	-6	-1%	4%	-27%	3%	2%	-1%
O=C(NC1CC1)c1ccc(-c2ccccc2)cc1	8	-4%	?	0%	11	-5%	-20%	-1%	3%	2%	4%
CCc1sc(C(=O)NCc2ccco2)cc1C	-12	3%	12%	0%	-2	4%	1%	-1%	4%	8%	0%
Cc1cc(C(=O)N2CCCC(N3CCN(c4cccc(C(F)(F)F)c4)CC3)C2)c(C)o1 (stereo not drawn)	-15	1%	-16%	-3%	-2	-1%	?	-14%	-1%	2%	5%
CCCN1CCC(=O)N([C@H](COc2ccccc2)Cc2ccccc2)CC1	8	0%	?	.	29	-4%	-14%	6%	1%	-1%	0%
C=CCN1CC(=O)N2C(c3ccccc3)c3[nH]c4ccccc4c3C[C@H]2C1=O (stereo partly drawn)	10	-8%	30%	3%	1	10%	?	-4%	4%	-14%	.
CCOCCCn1c(SCC(=O)NCc2ccco2)nc2c(sc3ccccc32)c1=O	-8	6%	11%	1%	-2	-1%	?	31%	-7%	-3%	-9%
N#CCNc1ccc([N+](=O)[O-])cc1C#N	9	?	.	-2%	0	-2%	-8%	-13%	-1%	-6%	9%
CCn1cc(C(=O)N2CCN(c3ccccn3)CC2)c2cc(OC)c(OC)cc2c1=O	7	7%	?	-3%	2	-5%	5%	13%	-3%	0%	13%
Cc1ccc(C(=O)N2CCc3ccccc32)cc1NC(=O)c1ccco1	-12	-6%	-2%	5%	7	-6%	?	-4%	1%	0%	-8%
O=C(O)CS(=O)(=O)CC(=O)O	3	3%	6%	4%	5	-7%	-1%	-4%	2%	8%	1%
COC(=O)c1scc(C)c1NC(=O)c1cccc(C#N)c1	-10	-2%	13%	-1%	-16	5%	2%	-5%	3%	-2%	.
Cc1ccc(/C=N/NC(=O)Cn2cnc3ccccc32)o1	13	18%	-4%	0%	5	-2%	-1%	1%	2%	-1%	?
COC(=O)c1c(NC(=O)c2ccc(C)cc2)csc1C	-9	-2%	.	.	-2	8%	?	-2%	-1%	-2%	-2%
CCc1ccc(OCC(=O)NC(NC(=S)Nc2ccc(Cl)cc2)C(Cl)(Cl)Cl)cc1 (stereo not drawn)	-39	.	?	1%	-5	-22%	6%	-1%	4%	4%	2%
O=C(O)c1ccc(CNCc2cccc(OCc3ccc(F)cc3)c2)cc1	-5	-3%	6%	.	-13	-14%	-4%	9%	0%	-1%	.
O=S(=O)(Nc1ccc(N2CCOCC2)cc1)c1ccc(F)cc1	-2	-6%	?	0%	-7	4%	3%	-13%	3%	0%	-4%
O=C(COC(=O)CCc1nc2ccccc2s1)NC(=O)NCc1ccco1	25	-3%	-2%	5%	14	5%	27%	0%	-9%	4%	-7%

# Quoted at random: 4 records from the list, in no set order.
canonical_smiles	TSHR antagonist	MBNL1-CUG inh	Menin-MLL TR inh	GALK inh	hERG WT inh	Mito fusion act	Chronic BCR inh	Eya2 phos inh	USP2a inh	ASM inhibitor	PKM2 activator
CCOCCCn1c(SCC(=O)NCc2ccco2)nc2c(sc3ccccc32)c1=O	-8	6%	11%	1%	-2	-1%	?	31%	-7%	-3%	-9%
O=C(COC(=O)CCc1nc2ccccc2s1)NC(=O)NCc1ccco1	25	-3%	-2%	5%	14	5%	27%	0%	-9%	4%	-7%
CCc1ccc(OCC(=O)NC(NC(=S)Nc2ccc(Cl)cc2)C(Cl)(Cl)Cl)cc1 (stereo not drawn)	-39	.	?	1%	-5	-22%	6%	-1%	4%	4%	2%
N#CCNc1ccc([N+](=O)[O-])cc1C#N	9	?	.	-2%	0	-2%	-8%	-13%	-1%	-6%	9%

# An excerpt; the hit share may differ from the screen's.
